# Screening results: PubChem, The Scripps Research Institute Molecular Screening Center
# SRC3 TRFRET art – counter-screen for PPARgamma SRC-3 recruitment agonists: TR-FRET artefact; PPARgamma/SRC-3 format; stronger effect = higher value; TR-FRET ratio at 8 µM; 99,000 tested, 0.39% active; in the data active = TR-FRET ratio above about 2000; also: inactives centre near 1600; reference of the scale not given here
# SRC1 TRFRET art – counter-screen for PPARgamma SRC-1 recruitment agonists: TR-FRET artefact. AID 1051. 99,000 tested, 0.34% active. TR-FRET detection artefact counter-screen, emission ratio; stronger effect = higher value. TR-FRET ratio at 8 µM; in the data active = TR-FRET ratio above about 2300; also: inactives centre near 1800; reference of the scale not given here
# The depositor's hits bear a star. The list is partial (hit frequency here may not be typical).
# Preview:
# Below each SMILES: SRC3 TRFRET art | SRC1 TRFRET art
COc1ccc2c(CCNC(=O)Nc3ccccc3)c[nH]c2c1
    1603 | 1611
Cc1ccc(-n2c(=O)c3ccccc3n(CC(=O)C(C)(C)C)c2=O)cc1
    1655 | 1924

# Results (from the top)
# Below each SMILES: SRC3 TRFRET art | SRC1 TRFRET art
COc1ccc2c(CCNC(=O)Nc3ccccc3)c[nH]c2c1
    1603 | 1611
Cc1ccc(-n2c(=O)c3ccccc3n(CC(=O)C(C)(C)C)c2=O)cc1
    1655 | 1924
COc1ccc(NC(=O)c2ccc(-c3ccc([N+](=O)[O-])cc3)o2)cc1
    1468 | 1714
O=C(Nc1nc2c(s1)CCCC2)c1ccc(S(=O)(=O)N2CCCc3ccccc32)cc1
    1474 | 1750
CCCCNC(=O)c1cc2c(=O)n3cccc(C)c3nc2n(CCN2CCOCC2)c1=N
    1445 | 1725
CC(=O)N(Cc1cccs1)Cc1cc2cc(C)c(C)cc2nc1Cl
    1590 | 1852
CC(C)NC(=S)Nc1ccc2cn[nH]c2c1
    1779 | 1921
Cc1ccc(-c2nc3cccnc3s2)cc1NC(=O)C1c2ccccc2Oc2ccccc21
    1411 | 1976
Cc1cc([N+](=O)[O-])nn1Cc1ccc(C(=O)N/N=C/c2ccccc2)cc1
    1613 | 1957
Cc1cc(C(=O)N/N=C/c2ccc(O)c(O)c2O)c(C)n1-c1ccccc1
    1676 | 1906
Cc1ccc(/C=N/NC(=O)CNC(=O)c2ccc(S(=O)(=O)N(C)C)cc2)o1
    1468 | 1661
Cc1c(Cc2ccccc2)c(=O)oc2cc(OCc3ccc(C(=O)O)cc3)ccc12
    1646 | 1750
Cc1[nH]c2ccccc2c1C1=NNC(=Nc2ccc(F)cc2)SC1
    1426 | 1754
COc1cccc(-c2nc(CS(=O)(=O)CC(=O)Nc3cccc(C)c3C)c(C)o2)c1
    1532 | 1659
C=CCn1c(C)cc(C(=O)CN2NS(=O)(=O)c3ccccc3C2=O)c1C
    1494 | 1633
C=CCN1CC2(c3ccccc3)CN(CC=C)CC(c3ccccc3)(C1)C2=O
    1791 | 1947
Cc1ccc(C)c(NC(=S)N(Cc2ccc(Cl)cc2)Cc2ccc(C(=O)O)cc2)c1
    1623 | 1884
O=[N+]([O-])c1cnn(-c2nc(-c3cccs3)cc(C(F)(F)F)n2)c1
    1534 | 1846
Cc1nc(NC(=O)c2cccs2)ccc1Br
    1675 | 1705
Cc1nc2ccc(NC(=O)/C=C/C(=O)O)cc2nc1C
    1337 | 1580

# No new results follow: entries from further up.
# Below each SMILES: SRC3 TRFRET art | SRC1 TRFRET art
Cc1ccc(/C=N/NC(=O)CNC(=O)c2ccc(S(=O)(=O)N(C)C)cc2)o1
    1468 | 1661
Cc1c(Cc2ccccc2)c(=O)oc2cc(OCc3ccc(C(=O)O)cc3)ccc12
    1646 | 1750
Cc1[nH]c2ccccc2c1C1=NNC(=Nc2ccc(F)cc2)SC1
    1426 | 1754
COc1cccc(-c2nc(CS(=O)(=O)CC(=O)Nc3cccc(C)c3C)c(C)o2)c1
    1532 | 1659

# Continued.
# Below each SMILES: SRC3 TRFRET art | SRC1 TRFRET art
COc1cc(-n2c(=O)c3ccccc3n(Cc3cccc(F)c3)c2=O)cc(OC)c1OC
    1504 | 1679
COc1cccc2cc(-c3nnc(-c4ccccc4)o3)c(=O)oc12
    1769 | 1690
COc1cccc(CNC(C)C(=O)Nc2ccc3c(c2)OCCO3)c1 (centres undefined)
    1734 | 2031
Nc1ccccc1C(=O)N/N=C1\C2CN3CCN(C2)CC1(c1ccccc1)C3
    1566 | 1402
COC(=O)NNC(=O)COc1ccc2ccccc2c1Br
    1719 | 2035
C/C(=N\Nc1cccc(C(F)(F)F)c1)c1ccc(O)cc1
    1594 | 1615
CCN(CC)c1c([N+](=O)[O-])c(=O)n(C)c2ccccc12
    1597 | 1868
COC(=O)Cc1ccc(N(Cc2ccccc2F)S(=O)(=O)c2ccc(Cl)cc2)cc1
    1693 | 1831
NC(=O)C1CCN(C(=O)CCSc2ccc(Cl)cc2)CC1
    1646 | 1501
O=C(CSc1nc2ccc(Cl)cc2[nH]1)NCCc1ccc(Cl)cc1
    1655 | 1873
S=c1[nH]nc(-c2ccc(Cl)cc2Cl)n1Cc1ccccc1
    1639 | 1858
O=C(Cn1cncn1)NCc1cccc(OC(F)F)c1
    1527 | 2064
COc1ccc(C(=O)Nc2sc(C(=O)N(C)C)c(C)c2C#N)cc1[N+](=O)[O-]
    1522 | 1910
CC(=O)c1cccc(NC(=O)C(CC(C)C)NC(=O)C2CCCCC2)c1 (centres undefined)
    1704 | 1779
Cc1cn2c(N)c(C=C3C=C(Cl)C(=O)C(Cl)=C3)c(=O)nc2s1
    1622 | 1855
CC1Cc2ccccc2N1C(=S)NC(=O)c1ccco1 (centres undefined)
    1509 | 1909
COc1ccccc1C1/C(=C(/O)c2ccc(C)cc2)C(=O)C(=O)N1CCN1CCOCC1 (centres undefined)
    1593 | 2008
COC(=O)c1ccc(/C=N/Nc2nc(-c3ccc(C)cc3)cs2)cc1
    1586 | 1751
O=C1N=c2ccccc2=C1c1sc(NS(=O)(=O)c2ccccc2)nc1O
    1512 | 1837
O=c1cc([O-])[n+]2c3n1CCCN3CCC2
    1506 | 1630
C=CCOC(=O)C1=C[C@H](c2ccc(C(F)(F)F)cc2)[C@@H](CCCO)[C@H](OCC)O1
    1523 | 1624
C=CCOc1ccc(C2CC(C)=NN2c2ccccc2)cc1 (centres undefined)
    1480 | 1773
CC(=O)NCCn1c(SCC(=O)NC2CCCCC2)nc2ccccc2c1=O
    1544 | 1574
O=C(C1=C[C@H](C2CCCCC2)C[C@H](OCc2ccc(CO)cc2)O1)N1CCOCC1
    1579 | 1640
O=C(NNC1=NCCC1)c1cccc(S(=O)(=O)N2CCCCC2)c1
    1593 | 1927
Cc1noc(C)c1COc1ccc(CC(=O)NCCc2ccccc2)cc1
    1616 | 2162
Cc1nc(NC(C)c2ccccc2)sc1C(=O)Nc1ccccc1 (centres undefined)
    1632 | 1943
Cc1nn(-c2ccccc2)cc1/C=N/NS(=O)(=O)c1ccccc1
    1731 | 1812
CC1(C)CC(=O)C(C=NCC2CCN(C(=S)Nc3cccc(Cl)c3)CC2)=C(O)C1
    1479 | 1524
O=C(CCN1CCOCC1)Nc1ccc2c(c1)N(C(=O)CN1CCOCC1)c1ccccc1CC2
    1584 | 1892
COc1cccc(NC(=O)CN(C)CC(=O)Nc2ccccc2-c2ccccc2)c1
    1540 | 1506
CN(C)/C=C(/C(=O)c1ccccc1)n1cncn1
    1810 | 1841
COc1ccc(/C=C(\C#N)C(=O)OCC(=O)NCc2ccc(Cl)cc2)cc1
    1817 | 1904
Cc1oc(C(C)(C)C)cc1C(=O)NC(Cc1ccccc1)C(=O)O (centres undefined)
    1480 | 1712
Cc1ccccc1NC(NC(=O)OCCn1c([N+](=O)[O-])cnc1C)C(Cl)(Cl)Cl (centres undefined)
    1405 | 1635
Cn1cc([N+](=O)[O-])c(C(=O)NCC(=O)O)n1
    1622 | 1648
CC(C)(C)c1ccc(NC(=O)COC(=O)c2ccc(NS(=O)(=O)c3ccc(F)c(F)c3)cc2)cc1
    1540 | 2163
Cc1ccccc1NC(=O)C1CC(=O)OC12CCOC(C)(C)C2 (centres undefined)
    1713 | 1830
C=CCN(c1ccc(OC)cc1)S(=O)(=O)c1ccc(Cl)c(C(=O)OCC(=O)NC2CC2)c1
    1376 | 1769
O=C(O)C1=C(C(=O)Nc2cc(C(F)(F)F)ccc2Cl)CCCC1
    1492 | 1730

# Going on with the list.
SMILES	SRC3 TRFRET art	SRC1 TRFRET art
CCN1CCc2c(OCC(=O)N3CCc4ccccc43)cccc2C1=O	1372	1653
COCC(=O)OCC(=O)N1N=C(c2ccc(Cl)cc2)CC1c1ccco1 (centres undefined)	1824	1936
CN1CCN(C(=S)NC(=O)c2ccc(Cl)cc2)CC1	1576	1685
CNC(=S)N/N=C1\CC(c2ccccc2)Oc2ccccc21 (centres undefined)	1582	1806
C=CCNC(=O)/C(C#N)=C/c1ccccc1Cl	1623	1614
CC(NC(=O)c1ccccc1)c1ccc(Br)cc1 (centres undefined)	1711	2050
CCOC(=O)CCNCc1ccc(F)cc1	1594	1718
COc1ccc(C(=O)C2CCN(C(=S)NCCc3ccc(OC)c(OC)c3)CC2)cc1	1753	1842
CC(=O)OCCCn1c(C)[n+](C)c2cc(Cl)c(Cl)cc21	1705	1861
Cc1ccccc1NC(=S)NCC(c1cccnc1)N1CCOCC1 (centres undefined)	1564	1939
COc1ccc(-c2cn3cccc(C)c3n2)cc1F	1607	1455
CC(=O)c1nnn(-c2cccc([N+](=O)[O-])c2)c1C	1540	1700

# Sorted by number of heavy atoms (rising): some entries from above
SMILES	SRC3 TRFRET art	SRC1 TRFRET art
C=CCNC(=O)/C(C#N)=C/c1ccccc1Cl	1623	1614
COc1ccc(-c2cn3cccc(C)c3n2)cc1F	1607	1455
CNC(=S)N/N=C1\CC(c2ccccc2)Oc2ccccc21 (centres undefined)	1582	1806
Cc1ccccc1NC(=S)NCC(c1cccnc1)N1CCOCC1 (centres undefined)	1564	1939
CCN1CCc2c(OCC(=O)N3CCc4ccccc43)cccc2C1=O	1372	1653

# Following part
SMILES	SRC3 TRFRET art	SRC1 TRFRET art
Cc1cccc(C(C)C)c1NC(=O)COC(=O)COc1ccc2c(C)cc(=O)oc2c1	1546	1941
CC(=O)Nc1ccc(NC(=O)CCCN2C(=O)c3ccccc3C2=O)cc1	1573	1869
COc1ccc(C(=O)Nc2ccc(S(=O)(=O)Nc3ncccn3)cc2)cc1OC	1577	1744
CCN(CC)S(=O)(=O)c1ccc(OC)c(NC(=O)c2ccc([N+](=O)[O-])cc2)c1	1464	1989
CCOc1ccc(/C=N/NC(=O)C(=O)NCc2ccco2)cc1	1422	1846
CCc1ccc(C(O)(c2ccccc2OC)C(CN2CCOCC2)c2ccccc2)cc1 (centres undefined)	1404	1726
Cc1cc(C)c(NC(=O)C2=CCN(S(=O)(=O)c3ccc(F)cc3)CC2)c(C)c1	1577	1888
CCCCNC(=O)N1CCN(C(=O)C2CCCO2)CC1 (centres undefined)	1639	1731
Cc1ccc(NC(=O)CN2CCCCCC2)c(Br)c1	1524	1759
CC(C)N(C(=O)COC(=O)CNC(=O)c1ccc(Br)cc1)c1ccccc1	1555	1756
CC1CCOC2(O1)C(=O)Nc1ccccc12 (centres undefined)	1368	1695
O=C(NC1CCCCCC1)c1cc(S(=O)(=O)N2CCCCC2)ccc1N1CCOCC1	1521	1833
CCN(CC)S(=O)(=O)c1cccc(-c2n[nH]c(=S)n2/N=C/c2ccc(Br)cc2)c1	1625	1925
Cc1cc(C)c(-n2nnnc2SC(C)C)c(C)c1	1642	1611
O=[N+]([O-])c1nn(-c2ccccc2)[n+]([O-])c1N1CCN(c2ccccc2F)CC1	1686	2161
CCN(CC)S(=O)(=O)c1cc(NC(=O)C(C)N(C)CC(=O)Nc2c(C)cccc2C)ccc1C (centres undefined)	1677	1802
O=[N+]([O-])c1ccc(CN2C=NS(=O)(=O)c3ccccc32)cc1	1598	1625
O=C(Nc1ncc(Cc2ccccc2Cl)s1)C1=NCCN1	1505	1909
CCOc1ccc(N=Nc2c(=O)[nH]n3c(C)cc(C)nc23)cc1	1758	1701
COc1cc(C(=O)OCC(=O)NC(=O)C2CCCCC2)ccc1OC(F)F	1508	1604
CCCCNC(=O)CN(c1cc(C(F)(F)F)ccc1Cl)S(C)(=O)=O	1490	1645
Nc1cc(C(=O)O)c(Oc2ccc(Cl)cc2Cl)cc1C(=O)O	1557	1623
CCn1c(=O)c(C(=O)CN2CCc3ccccc32)c(N)n(Cc2ccccc2)c1=O	1645	1825
CC(C)OC(=O)c1ccc(COC(=O)c2cnccn2)cc1	1538	1885
Nc1ncnc(Sc2ncccn2)c1[N+](=O)[O-]	1608	1744
CC1=C(C(=O)c2ccccc2)C(c2ccc(N3CCOCC3)cc2)NC(=O)N1 (centres undefined)	1302	1426
COc1ccc(C(C(=O)Nc2ccc(C(C)C)cc2)N(C)C(=O)c2ccc(=O)[nH]c2)cc1 (centres undefined)	1727	1870
CCCCOc1ccc(NC(=O)Cn2c(=O)ccc3c(C)cc(C)nc32)cc1	1565	1927
COc1ccc(CCNC(=O)COc2ncnc3ccccc23)cc1	1633	1686
Cc1nnc2sc(SCc3ccc(Cl)cc3)nn2c1=O	1403	1691
CC(C)N1CCC2(CC1)C(C#N)=C(N)NC(S)=C2C#N	1608	1583
N#CC(c1ccc(O)cc1)c1ncc(C(F)(F)F)cc1Cl (centres undefined)	1791	1898
NS(=O)(=O)c1cc(C(=O)OCC(=O)Nc2ccc(Cl)cc2[N+](=O)[O-])ccc1Cl	1693	1861
Cc1cc(C)cc(NS(=O)(=O)c2cc(C(=O)NCc3ccccn3)ccc2Cl)c1	1520	1794
COc1ccc(NS(=O)(=O)c2cccs2)cn1	1736	1771
Cc1[nH]c2ccccc2c1/C=C/c1nc2ccccc2c(=O)n1-c1ccc([N+](=O)[O-])cc1	1641	1907
CCn1cc(C(=O)NCCCN2CCCC2)c(=O)c2cc(S(=O)(=O)N3CCc4ccccc4C3)ccc21	1864	1722
COc1ccccc1N1CCN(C(=O)c2ccc3c(Cl)c4c(nc3c2)CCCC4)CC1	1503	1871
O=C(CN1CCOCC1)NNc1nc(-c2ccccc2)c2cc(Br)ccc2n1	1568	1847
Cc1ccccc1C(=O)N/N=C/c1ccccn1	1701	1722
O=C(N/N=C/c1ccco1)c1ccccc1OCc1ccc(Br)cc1	1550	1927
COc1ccc(-c2nn(-c3ccccc3)cc2/C=C\C(=O)N2CCOCC2)cc1[N+](=O)[O-]	1487	1916
Cc1csc(N(C(=O)c2ccccc2F)c2ccccc2)n1	1653	1481
O=C(COC(=O)CSc1ccc2ccccc2c1)NCc1ccc2c(c1)OCO2	1319	1707
CN(C)c1nc(N/N=C/c2ccccc2O)nc(Nc2ccc(F)cc2)n1	1486	1844
COc1cc2c3c(c1)/C(=C1/SC(=S)NC1=O)C(=O)N3C(C)(C)C=C2C	1543	1855
